FLuc modulator = inhibits or activates purified firefly luciferase, miR-21 counter-screen. purified FLuc, Km substrates, luminescence inhibition. Potency, µM (titrated, usually from 57.5 µM), without a hit: at the top dose activity change, negative = inhibition, usual class: inhibitors. 6.9% of 360,000 active;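 note: potency is the fitted concentration of half-maximal effect; plate controls were vehicle for no effect and reference inhibitor for full effect; nearly all actives have a fitted effect of over 55% in size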
Target sequence (P08659 whole entry, looked up): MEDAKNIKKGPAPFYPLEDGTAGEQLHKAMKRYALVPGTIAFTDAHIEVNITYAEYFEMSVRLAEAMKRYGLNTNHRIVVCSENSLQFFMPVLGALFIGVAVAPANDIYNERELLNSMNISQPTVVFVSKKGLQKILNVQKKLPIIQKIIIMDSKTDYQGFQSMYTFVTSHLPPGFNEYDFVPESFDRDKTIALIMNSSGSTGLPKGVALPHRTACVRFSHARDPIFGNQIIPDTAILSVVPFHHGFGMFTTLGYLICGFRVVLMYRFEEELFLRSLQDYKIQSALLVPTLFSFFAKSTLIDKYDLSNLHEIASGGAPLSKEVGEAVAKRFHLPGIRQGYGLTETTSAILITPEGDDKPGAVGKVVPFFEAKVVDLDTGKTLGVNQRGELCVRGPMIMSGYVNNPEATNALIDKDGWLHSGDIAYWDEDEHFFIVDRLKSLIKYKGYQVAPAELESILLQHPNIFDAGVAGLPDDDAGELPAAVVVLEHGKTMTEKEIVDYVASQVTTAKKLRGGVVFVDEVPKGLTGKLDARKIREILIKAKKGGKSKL
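Purified P. pyralis luciferase, 10 nM final, with Km-level 10 uM D-luciferin and 10 uM ATP in 50 mM Tris acetate pH 7.5, 10 mM Mg acetate, 0.01% Tween-20, 0.05% BSA; 6-point qHTS titration about 60 µM downward; luminescence read.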
Tb PFK block = blocks T. brucei phosphofructokinase; O15648; AID 485367; 0.17% of 330,000 active; T. brucei PFK, ADP-Glo luminescence; Potency, µM (highest dose often 57.5 µM), for inactives: at the top dose activity, negative = inhibition, hits mostly inhibitors;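 note: potency is the fitted concentration of half-maximal effect; 0% = uninhibited 1x PFK enzyme wells and -100% = no-enzyme wells; nearly all actives have a fitted effect of over 60% in size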
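Luminescent ADP detection (ADP-Glo, two-step: ATP depletion then ADP-to-ATP conversion for luciferase) reported PFK activity after 45 min room-temperature reaction of 1.25 nM enzyme with 0.5 mM F6P and 0.1 mM ATP at pH 8.0.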
Rab9 prom act = Rab9 promoter activation | Huh7 Rab9 promoter-luciferase reporter, luminescence, 24 h | Potency, µM (top dose mostly 9.22 µM), for inactives: top-dose activation, negative = inhibition, usual class: activators | 2.8% of 320,000 active; note: potency is the fitted concentration of half-maximal effect; % of control where 0% means no effect; nearly all actives have a fitted effect of over 60% in size
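Cell-based reporter: Huh7 stable for Rab9 promoter-driven luciferase, plated in reduced-serum medium with 10% FBS at 1500 cells/well, compound-treated 24 h at 37 °C, luminescence read after 10 min reagent.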
ELG1 genotoxic = genotoxicity induction in ELG1-luciferase HEK293T cells; AID 504466; Potency, µM (top dose mostly 46 µM), for inactives: top-dose activity change, positive = activation, usual class: activators; HEK293T ELG1-luciferase reporter, luminescence, 16 h; 1.3% of 330,000 active; note: potency is the fitted concentration of half-maximal effect; % of control where 0% means no effect; nearly all actives have a fitted effect of over 60% in size
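Cells (2,000/well) expressing the ELG1-luciferase fusion are dosed by pin tool and kept 16 hr at 37 °C, 5% CO2. Signal comes from ONE-Glo luciferase reagent after 30 min at room temperature.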
KCNH2 3.1 inh = inhibitors of human KCNH2 3.1 potassium channel isoform. U2OS KCNH2 3.1, thallium flux FluxOr; active compounds read low. activity change, % (tested at about 1.8 µM). 0.95% of 340,000 active;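 active = maximum activity change below -70%; inconclusive = maximum activity change from -70% to -50%; inactive = maximum activity change above -50%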;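 note: thallium influx rate constant from kinetic fluorescence after stimulation buffer; % is set by controls: 0 for no effect and ±100 for the full control effect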
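Thallium flux via FluxOr fluorescence (Red40 quencher, 45 min loading) in U2OS cells virally expressing the KCNH2 3.1 isoform (1.77 x 10^8 /mL virus, overnight at 37 C). Rate constants from 2-min kinetic reads post-stimulation, normalised to positive and negative controls.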
Gal4-VP16 FLuc = inhibits Gal4-VP16 luciferase reporter, ROR gamma counter-screen | Drosophila S2 Gal4-VP16 UAS-luciferase, luminescence, 20 h | Potency, µM (series often up to 53.6 µM), for the others: at the highest dose activity, negative = inhibition, actives largely listed as inhibitors | 3.5% of 310,000 active;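 note: Gal4-VP16 expression switched on by copper sulfate through the metallothionein promoter; potency is the fitted concentration of half-maximal effect; % is set by controls: 0 for no effect and ±100 for the full control effect; nearly all actives have a fitted effect of over 50% in size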
Giardia killer = Giardia lamblia killing; Giardia lamblia trophozoite viability; activity change, % at 7.66 µM, hits read low; 0.15% of 340,000 active; AID 540267; in the data active = activity change below about -80%; inconclusive = between about -30% and that limit;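 note: parasites exposed to compound for two days anaerobically before the ATP read; % is set by controls: 0 for no effect and ±100 for the full control effect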
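Luminescent ATP signal served as the viability read-out, measured 15-30 min after adding ATP detection reagent to trophozoites that had been incubated with compounds for 48 hrs at 37 deg C anaerobically at 100 cells/well.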
NPC1 prom act = activates the NPC1 promoter. 2.4% of 320,000 active. Potency, µM (titrated, usually from 9.22 µM), for the others: top-dose activation, actives largely listed as activators. Huh7 NPC1 promoter luciferase reporter, 24 h;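 note: potency is the fitted concentration of half-maximal effect; % of control where 0% means no effect; nearly all actives have a fitted effect of over 60% in size; reporter is driven by a mutant NPC1 promoter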
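Luciferase expression driven by the NPC1 promoter was measured in stably transfected Huh7 cells after a 24 h compound incubation, using a luciferase reagent and a luminescence read.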
uPA generation = blocks generation of uPA at the cell surface | Potency, µM (top dose mostly 38.3 µM), inactives show at the highest dose activity change, negative = inhibition, most hits filed as inhibitors | AID 540303 | 0.31% of 330,000 active | cell surface uPA generation assay, qHTS; active = well fitted inhibition curve with a large enough effect; inconclusive = small, poorly fitted or top-dose-only effect; inactive = no such curve, though single readings can be large or run the other way; tested in mouse RAW 264.7 cells; note: potency is the fitted concentration of half-maximal effect; % is set by controls: 0 for no effect and ±100 for the full control effect; nearly all actives have a fitted effect of over 55% in size
RORg inh = ROR gamma (mouse) transcription inhibition; P51450; Drosophila S2 Gal4-RORgamma UAS-luciferase reporter, 20 h; Potency, µM (titrated, usually from 53.6 µM), for inactives: top-dose activity change, negative = inhibition, actives largely listed as inhibitors; 5.4% of 310,000 active; AID 2551; note: potency is the fitted concentration of half-maximal effect; % is set by controls: 0 for no effect and ±100 for the full control effect; nearly all actives have a fitted effect of over 60% in size
Target sequence (P51450 whole entry, looked up, the tested form may be a part): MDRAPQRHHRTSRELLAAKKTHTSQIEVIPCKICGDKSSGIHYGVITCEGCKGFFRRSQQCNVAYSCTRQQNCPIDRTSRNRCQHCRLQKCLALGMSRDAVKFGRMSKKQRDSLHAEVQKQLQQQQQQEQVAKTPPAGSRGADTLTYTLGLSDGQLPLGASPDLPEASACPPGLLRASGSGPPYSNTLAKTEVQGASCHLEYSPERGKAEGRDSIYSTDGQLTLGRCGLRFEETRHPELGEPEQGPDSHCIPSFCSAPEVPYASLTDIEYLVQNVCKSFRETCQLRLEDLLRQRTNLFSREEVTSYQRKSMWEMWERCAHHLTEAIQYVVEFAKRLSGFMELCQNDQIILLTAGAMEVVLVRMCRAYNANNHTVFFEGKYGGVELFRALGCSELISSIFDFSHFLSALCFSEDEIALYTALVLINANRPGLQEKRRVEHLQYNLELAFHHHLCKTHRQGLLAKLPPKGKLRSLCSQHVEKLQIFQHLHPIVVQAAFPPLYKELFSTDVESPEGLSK
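Drosophila Schneider cells stably carrying a metallothionein-driven Gal4 DBD–ROR gamma fusion and a UAS-Photinus luciferase reporter were exposed to compound for 1 hr, then induced with copper sulfate (700 uM final) for 20 hr at ambient temperature before luminescence reading.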
FBPA coupling cs = inhibits coupling enzyme system, counter-screen for aldolase hits. coupling enzyme system counterscreen, AmpLite Red fluorescence. activity change, negative = inhibition, % at 58.2 µM, hits read low. 0.67% of 290,000 active; in the data active = activity change below about -30%; note: % is set by controls: 0 for no effect and ±100 for the full control effect
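First, compound is pin-transferred into glyceraldehyde-3-phosphate coupling-enzyme reagent at 57.5 uM final and held 10 min at RT. Next, substrate, coupling system and AmpLite Red are added. After 20 min RT, fluorescence (525/598 nm) is read.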
Active calls of the source: *; ? = inconclusive; . = no result given; [ ] = dose if it differs, or a comment. Unless noted, calls come from the whole dose curve; as a rule, active = well fitted curve in the direction sought with a large enough effect; inconclusive = small, poorly fitted or top-dose-only effect, or another doubt; inactive = no such curve, though single readings can be large; an effect the other way counts as inactive or inconclusive. Compounds were not picked by outcome, and some 14% of all compounds hit somewhere here.

SMILES	FLuc modulator	Tb PFK block	Rab9 prom act	ELG1 genotoxic	KCNH2 3.1 inh	Gal4-VP16 FLuc	Giardia killer	NPC1 prom act	uPA generation	RORg inh	FBPA coupling cs
N#CCCn1cc(C(=O)Nc2ccc(C(=O)O)cc2)c(-c2cccs2)n1	-4%	0%	-1%	-1%	0	-1%	-12	-4%	3%	-35%	1
O=C(NCCS(=O)(=O)N1CCCCC1)c1ccccc1	4%	-3%	-1%	1%	6	.	6	-3%	0%	.	.
COCCN(C(=O)COC(=O)CCc1ccccc1)c1c(N)n(Cc2ccccc2)c(=O)[nH]c1=O	-1%	-12%	-2%	-1%	6	.	-4	-3%	1%	.	.
COc1ccc(CN2CCC(n3nccc3NC(=O)C3CCCC3)CC2)c(OC)c1	6%	-9%	-5%	-4%	?	0%	20	-6%	-9%	-18%	1
Cc1nc(CS(=O)(=O)c2ccc(Cl)cc2)sc1C(=O)O	?	1%	0%	-3%	0	-9%	?	1%	1%	6%	-2
Cc1occc1-c1nnc(SCC(=O)NCCc2ccccc2)n1C(C)c1ccccc1 (stereo unspecified)	2%	-1%	4%	-6%	-20	-12%	10	14%	2%	12%	3
O=C(NCCOC(=O)c1ccc(S(=O)(=O)N2CCOCC2)cc1)c1cccnc1	4%	-2%	-2%	-1%	10	2%	9	0%	0%	-32%	4
O=C(O)C1C2C=CC(C2)C1C(=O)NCc1ccccc1F (stereo unspecified)	-1%	1%	-1%	6%	11	-3%	2	-6%	0%	12%	0
O=C(CN1C(=O)c2ccccc2C1=O)NCc1ccc(F)cc1	0%	1%	-1%	-2%	3	0%	-6	-5%	1%	32%	2
COc1ccccc1OCC(=O)Nc1ccncc1	0%	0%	-4%	-6%	8	-6%	27	-4%	21%	44%	0
O=C(CSc1ccc(Cl)cc1)NC(=O)NCc1ccco1	-15%	-15%	5%	-3%	4	1%	11	-3%	.	?	0
Cc1ccccc1NC(=O)C(NS(=O)(=O)c1ccc2c(c1)c(=O)n(C)c(=O)n2C)c1ccccc1 (stereo unspecified)	0%	3%	5%	-3%	5	0%	-15	1%	11%	17%	1
COc1cccc(CNC(=O)COC(=O)CN(C)S(=O)(=O)c2ccc(NC(C)=O)cc2)c1	6%	-3%	3%	-3%	.	-9%	11	-6%	1%	2%	.
COc1ccc(C)cc1S(=O)(=O)N(CC(=O)O)c1ccc(F)cc1	0%	.	.	.	-10	1%	6	.	1%	0%	6
O=C(C(c1ccccc1)c1ccccc1)N1CCN(CCN2C(=O)c3cccc4cccc(c34)C2=O)CC1	3%	1%	1%	.	-9	2%	3	-1%	4%	-1%	4
O=C(CSc1nnc(Nc2ccccc2F)s1)Nc1cccc(S(=O)(=O)N2CCCCC2)c1	13µM*	-4%	4%	2%	0	1%	-11	1%	-5%	?	0
CC1=C(C(=O)O)N2C(=O)C(NC(=O)c3nn(C)c(C)c3Cl)C2SC1 (stereo unspecified)	?	-4%	-9%	2%	-50	-28%	-9	-8%	1%	-43%	1
CCN1C(=O)C(CC(=O)Nc2ccc(OC)cc2)N(Cc2cccs2)C1=S (stereo unspecified)	-3%	1%	-4%	-4%	0	2%	-5	-2%	.	?	.
COc1ccc(-c2nnn(Cc3ccccc3)n2)cc1	21µM*	1%	3.2µM*	?	3	4%	2	?	3%	1%	1
N/C(=N\OC(=O)CCCc1ccccc1)c1ccccc1Cl	6.7µM*	0%	2%	?	8	3%	-6	2%	5%	?	.
COc1ccc(OC)c(-c2csc(NC(=O)c3ccccc3F)n2)c1	15µM*	-2%	-3%	8%	7	-8%	-6	0%	-10%	-40%	-3
CC(C)=CC(=O)OCC(=O)Nc1ncc(Cl)c(C)c1Cl	1%	-1%	0%	5%	-6	-1%	12	-3%	.	21%	-1
COc1ccc(CNC(=O)CN2C(=O)C(C)N(c3ccc(C)cc3)C2=O)cc1 (stereo unspecified)	?	1%	-1%	3%	6	-2%	-5	-2%	2%	21%	4
Cc1cc(C)c2c(-n3cccc3)c(C(=O)NNS(=O)(=O)c3ccc(Cl)cc3)sc2n1	4%	3%	0%	0%	-1	4%	5	-3%	2%	?	9
O=C(NCc1cccc(F)c1)c1ccc(N2C(=O)Cn3c(cc4sccc43)C2=O)cc1	-6%	-28%	0%	9%	1	-2%	-2	-4%	5%	7%[10 µM]	4
O=C(CSc1ccsc1[N+](=O)[O-])NCCc1ccc(Cl)cc1	-1%	-6%	-8%	0%	3	-1%	?	2%	-1%	-14%	5
C=CCNc1nc(C(=O)OCC(=O)c2ccc(F)cc2)cs1	?	6%	17%	?	3	.	?	14%	8%	.	.
CN(CC(=O)Nc1ccccc1N1CCCC1)S(=O)(=O)c1ccc(F)cc1	5%	-1%	2%	-11%	-5	.	9	-1%	0%	.	.
Nc1ccc(OCc2ccccc2)cc1	?	-4%	?	19%	-12	-15%	-5	28%	?	24%	2
CN(C(=O)COC(=O)c1ccc([N+](=O)[O-])cc1N)c1ccccc1	-1%	0%	1%	6%	8	16%	19	2%	.	14%	4
O=C(/C=C/c1ccccc1Cl)Nc1ccccc1	0.76µM*	0%	0.45µM*	?	16	?	-11	?	-7%	2µM*	-3
COC(=O)C1=C(C)N(c2ccc(C)c(C)c2)/C(=C/c2cccs2)C1=O	7%	-2%	0%	1%	18	2%	-8	-5%	.	-8%	-1
COc1ccc(C)cc1NC(=O)c1sc2ncn(CC(=O)N3CCCCC3)c(=O)c2c1C	0%	2%	-6%	3%	-9	16%	31[activator]	-5%	-1%	-28%	3
COc1ccc(-n2c(Cc3cccn3C)nnc2SCC(=O)Nc2ccc(F)cc2F)cc1	-1%	7%	-1%	4%	2	-12%	15	-4%	-5%	57%	3
O=C(NCc1ccccn1)C(=O)NCC1OCCN1S(=O)(=O)c1ccc(Cl)cc1 (stereo unspecified)	-2%	-7%	4%	2%	0	-4%	-12	-3%	-3%	-14%	.
CCOC(=O)c1oc2ccc(Cl)cc2c1NC(C)=O	1%	5%	2%	10%	13	2%	-16	-3%	?	-25%	2
CCC(C(=O)NC(C)(C)C)N(Cc1cccs1)C(=O)CNS(=O)(=O)c1ccccc1 (stereo unspecified)	-1%	2%	-5%	-2%	14	-1%	-21	1%	4%	1%	-1
CCN1CCN(c2nnc(-c3ccc(C)cc3)c3ccccc23)CC1	-9%	2%	-5%	-5%	-12	1%	?	-1%	-14%	-9%	2
Cc1nc2c(c(=O)n1Cc1ccco1)c1nc3ccccc3nc1n2Cc1ccccc1	-8%	10%	-3%	10%	.	-20%	.	-8%	.	3%	-4
CCn1c(=O)c(=O)[nH]c2cc(C(=O)NC3CCCc4ccccc43)ccc21 (stereo unspecified)	-3%	0%	3%	-1%	8	-8%	18	-1%	-13%	-5%	1
Cc1noc(C)c1COC(=O)c1ccc(F)c(S(=O)(=O)N2CCCCC2)c1	-4%	-6%	-3%	-6%	-6	12%	4	-3%	-15%	8%	2
CCCCC(=O)Nc1ccc(Cl)cn1	-1%	-3%	10%	5%	5	1%	3	-3%	-2%	43%	2
O=C1S/C(=C\C=C\c2ccco2)C(=O)N1c1ccccc1	?	-26%	?	8%	-18	?	51[activator]	?	-4%	?	2
Cc1cccnc1NC(=O)CCC(=O)c1cccs1	0%	-1%	-1%	0%	10	.	-4	-1%	?	.	.
COc1ccc(-c2csc(NC(=O)CSCC(=O)Nc3cc(C)on3)n2)c(OC)c1	0%	-9%	-1%	22%	4	.	4	2%	17%	.	.
O=[n+]1c2c(n([O-])c3c1CCCC3)CCCCC2	-1%	-1%	-7%	-1%	5	-12%	-10	2%	-3%	-13%	4
CN(C)c1cc(-c2ccc(Cl)c(Cl)c2)oc(=O)c1Cl	1%	1%	-1%	1%	-98*	-7%	12	9%	6%	3%	1
CCCCCOC(=O)CSc1nc2c(c(=O)[nH]c(=O)n2C)n1CCc1ccccc1	-3%	-18%	1%	-7%	-10	.	10	-4%	-3%	-7%[0.365 µM]	-1
O=C1c2ccsc2SCCN1Cc1ccc(Cl)cc1	3%	-7%	-4%	-2%	11	0%	-16	-2%	3%	22%	-3
O=C(NC1CCN(Cc2ccccc2)CC1)c1ccccc1F	10%	2%	1%	-3%	11	3%	-2	-3%	12%	-15%	0
COc1ccc(S(=O)(=O)N2CCC(C(=O)NC3CC3)CC2)cc1Cl	3%[2.3 µM]	-12%	2%	-5%	25	-3%	0	-1%	6%	9%	6
Cc1c(Cl)cccc1NC(=S)N=Nc1c(O)n(CN2CCOCC2)c2ccccc12	2%	7%	-4%	?	-2	5µM*	-14	-5%	-17%	1.8µM*	-2
CCOC(=O)c1cnc2c(C)cc(Cl)cc2c1NCCCN1CCOCC1	5%	-6%	-1%	0%	31	.	1	-2%	-5%	.	0
O=C1NCCCC1C(=O)N/N=C/c1ccccc1[N+](=O)[O-] (stereo unspecified)	-2%	1%	-6%	2%	-5	17%	5	-5%	1%	17%	0
